Source: PubChem BioAssay (National Center for Advancing Translational Sciences (NCATS))
HP1b binding inh – blocks HP1-beta chromodomain binding to methylated histone tails; P83916; AlphaScreen HP1-beta / biotin-H3K9me3 peptide binding; Potency, µM (titrated, usually from 114 µM), for inactives: at the top dose activity change, negative = inhibition, most hits filed as inhibitors; hit rate 0.56% among 390,000; AID 540317; further: potency means the concentration at half of the fitted maximal effect; nearly all actives have a fitted effect of over 70% in size; inactives centre near 23
Target sequence (P83916 whole entry, looked up): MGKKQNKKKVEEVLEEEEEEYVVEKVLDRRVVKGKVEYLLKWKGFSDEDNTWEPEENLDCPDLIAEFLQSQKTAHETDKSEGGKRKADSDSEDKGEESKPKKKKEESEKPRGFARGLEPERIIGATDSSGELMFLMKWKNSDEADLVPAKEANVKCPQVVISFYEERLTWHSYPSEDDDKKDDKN
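HP1-beta protein (50 nM final) preincubated 30 min at room temperature with biotinylated H3(1-18)K9me3 peptide (50 nM) in PBS pH 7.4, 0.01% Tween-20, then compound added for 30 min. AlphaScreen streptavidin donor/nickel chelate acceptor beads (10 ug/mL final), 30 min dark, luminescence read.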
G9a inh – G9a (human) methyltransferase inhibition. G9a H3K9 monomethylation, AlphaScreen, 2 h. Potency, µM (titrated, usually from 102 µM), for the others: at the top dose activity, negative = inhibition, usual class: inhibitors. Q96KQ7. hit rate 8.8% among 350,000; further: potency means the concentration at half of the fitted maximal effect; on the % scale 0 is the no-effect control and ±100 the full control effect; nearly all actives have a fitted effect of over 75% in size
Target sequence (Q96KQ7 913-1193 limits assumed): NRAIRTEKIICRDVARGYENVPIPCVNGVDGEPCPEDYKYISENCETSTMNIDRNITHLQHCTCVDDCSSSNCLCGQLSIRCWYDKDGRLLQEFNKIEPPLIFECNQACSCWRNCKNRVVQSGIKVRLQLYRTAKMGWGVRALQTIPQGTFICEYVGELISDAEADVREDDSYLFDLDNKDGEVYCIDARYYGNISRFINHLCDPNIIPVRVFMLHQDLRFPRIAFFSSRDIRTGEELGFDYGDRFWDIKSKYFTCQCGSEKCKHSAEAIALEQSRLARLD
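G9a (20 nM) preincubated 15 min RT with compounds, then 500 nM biotinylated H3K9 peptide and 20 uM SAM added; 2 h RT reaction. Monomethyl-H3K9 product detected by AlphaScreen with anti-H3K9me1 antibody, streptavidin donor and anti-rabbit IgG acceptor beads.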
GLS inhibitor – inhibitors of human glutaminase (GLS); GLS enzymatic activity, qHTS titration; O94925; hit rate 0.21% among 410,000; Potency, µM (titrated, usually from 45.5 µM), for the others: top-dose activity change, negative = inhibition, most hits filed as inhibitors; further: potency means the concentration at half of the fitted maximal effect; on the % scale 0 is the no-effect control and ±100 the full control effect
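Read-out is an Amplex red fluorescence increase coupled through glutamate oxidase and HRP, measured before and after 30 min room-temperature incubation. hKGA is in 45 mM KH2PO4 (pH 8.2) with 0.02% Tween-20; glutamine added as 1mM solution.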
ERG Ets-DNA blk – inhibitors of human ERG Ets domain-DNA interaction | Potency, µM (titrated, usually from 76.9 µM), without a hit: at the highest dose FP activity, negative = inhibition, usual class: inhibitors | fluorescence polarization, His-ERG Ets domain / labelled DNA | hit rate 0.028% among 370,000 | AID 624246 | P11308; active means well fitted inhibition curve with a large enough effect in the polarisation, with a control signal flat; inconclusive means small, poorly fitted or top-dose-only effect, or effect the other way, or a change in a side signal; inactive means no such curve, though single readings can be large or run the other way; the % refers to the polarisation;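 further: polarization taken with two DNA probes labelled with fluorescein and Texas red; potency means the concentration at half of the fitted maximal effect; % of control where 0% means no effect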
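His-tagged ERG Ets domain (1 uM in the protein solution; 300mM KCl, 50mM Tris-HCl, 1mM EDTA, 1mM DTT, pH 7.5) received compound, then a probe mix of 5 nM fluorescein-DNA and 100nM Texas-615-DNA. Fluorescence polarization was read for both dyes.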
PI4K2A inh – PI4K2A (human) kinase inhibition; purified PI4K2A, ADP-Glo luminescence, 1 h; stronger effect = lower value; activity change, negative = inhibition, % at 76.9 µM; hit rate 0.13% among 420,000; in the data active means activity change below about -50%; inconclusive means mostly about -30% to -49%;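 further: -100% = wells without enzyme as full effect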
Target sequence (Q9BTU6 whole entry, looked up): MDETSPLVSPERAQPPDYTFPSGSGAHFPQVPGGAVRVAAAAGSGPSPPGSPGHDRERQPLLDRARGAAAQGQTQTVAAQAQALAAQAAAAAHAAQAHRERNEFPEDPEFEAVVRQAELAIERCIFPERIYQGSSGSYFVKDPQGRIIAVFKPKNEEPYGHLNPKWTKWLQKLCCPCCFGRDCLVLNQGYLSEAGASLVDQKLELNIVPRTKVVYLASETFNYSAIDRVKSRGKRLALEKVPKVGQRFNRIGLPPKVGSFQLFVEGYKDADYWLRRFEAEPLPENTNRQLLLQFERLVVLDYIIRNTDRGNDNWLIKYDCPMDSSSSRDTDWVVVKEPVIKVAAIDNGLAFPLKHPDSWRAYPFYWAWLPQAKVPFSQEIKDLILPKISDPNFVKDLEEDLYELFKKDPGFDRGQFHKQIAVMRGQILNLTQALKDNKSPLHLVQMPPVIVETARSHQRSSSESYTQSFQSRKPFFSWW
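PI4K2A activity was measured by ADP-Glo luminescence: enzyme (4 ug/mL stock) and phosphatidylinositol (1.2 mM stock) in Tris pH 7.5/MgCl2/EGTA/Triton X-100 buffer were reacted with ATP (300 microM stock) for one hour at ambient temperature.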
RGS4 inh – human RGS4 inhibition | P49798 | Transcreener GDP fluorescence polarization, RGS4-accelerated GTP hydrolysis | Potency, µM (top dose mostly 114 µM), for inactives: at the highest dose activity change, negative = inhibition, hits mostly inhibitors | hit rate 0.039% among 390,000 | AID 504845; further: potency means the concentration at half of the fitted maximal effect; on the % scale 0 is the no-effect control and ±100 the full control effect; nearly all actives have a fitted effect of over 75% in size; some results filed as inactive show a strong effect at the top dose
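MLSMR compounds (23 nl, pin-transferred) preincubated 10 min at room temperature with a 500nM (2x) first reagent, then RGS4 at 900nM (2x) plus Transcreener GDP mix added; fluorescence polarization (620/688 nm) read before and after 90 min at 30 °C.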
JMJD2A Tudor – inhibitors of human JMJD2A Tudor domain; O75164; AlphaScreen JMJD2A-Tudor / H3K4me3 peptide binding; Potency, µM (doses to about 114 µM), for inactives: at the highest dose activity change, negative = inhibition, most hits filed as inhibitors; hit rate 4.4% among 390,000; further: potency means the concentration at half of the fitted maximal effect; on the % scale 0 is the no-effect control and ±100 the full control effect; nearly all actives have a fitted effect of over 50% in size
12-LOX inh – inhibitors of human 12S-lipoxygenase ALOX12; P18054; purified 12hLO, xylenol orange hydroperoxide absorbance; Potency, µM (series often up to 108 µM), inactives show at the top dose activity change, negative = inhibition, usual class: inhibitors; hit rate 1.1% among 580,000; AID 1671190; further: potency means the concentration at half of the fitted maximal effect; on the % scale 0 is the no-effect control and ±100 the full control effect
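Purified human 12hLO at 150 nM in 25 mM Hepes, 0.01% Triton X-100, pH 7.0, preincubated 15 min at room temperature with compound. Reaction started with 40 uM arachidonic acid, 30 min at room temperature. Hydroperoxide measured by Fe-xylenol orange, 573/405 nm absorbance ratio.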
BAZ2B inh – inhibitors of human BAZ2B bromodomain. AlphaScreen BAZ2B-H3K14Ac peptide displacement. Q9UIF8. AID 504333. Potency, µM (top dose mostly 114 µM), inactives show at the highest dose activity change, negative = inhibition, usual class: inhibitors. hit rate 4.4% among 360,000; further: potency means the concentration at half of the fitted maximal effect; on the % scale 0 is the no-effect control and ±100 the full control effect; nearly all actives have a fitted effect of over 60% in size
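AlphaScreen displacement of biotin-H3(5-23)K14Ac peptide (50 nM final) from BAZ2B (50 nM final) in PBS pH 7.4, 0.01% Tween-20; complex preformed 30 min RT, then compounds (top 110 uM) 30 min RT, beads 20 min dark.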
Numbers without * were called inactive; ? = inconclusive; nt = not tested or not shown; [ ] = dose if it differs, or a comment. Unless noted, the call rests on the fitted dose curve; in most records, active means well fitted curve in the direction sought with a large enough effect; inconclusive means small, poorly fitted or top-dose-only effect, or another doubt; inactive means no such curve, though single readings can be large; an effect the other way counts as inactive or inconclusive. An excerpt; count on the stated rates, not on these rows.

HP1b binding inh,G9a inh,GLS inhibitor,ERG Ets-DNA blk,PI4K2A inh,RGS4 inh,JMJD2A Tudor,12-LOX inh,BAZ2B inh,SMILES
30%,-6%[59 µM],?,7%,-8,10%,-14%,-4%,?,COC(=O)c1cccc(CN2C(=O)SC(Nc3ccc(Br)cc3)C2=O)c1 (stereo unspecified)
25%,8%[2.33 µM],2%,4%,0,19%,-15%,10%,-20%,c1cnc(N2CCN(c3nc4ccccc4n4cnnc34)CC2)nc1
-18%,14µM*,-11%,-2%,-2,-18%,?,?,?,Cc1cccc(Oc2cc(NC(=O)Cn3cnc([N+](=O)[O-])n3)cc([N+](=O)[O-])c2)c1
37%,5%[59 µM],3%,-8%,1,7%[56.9 µM],-12%,7%,-28%,COc1ccc(CCNC(=O)CCNS(=O)(=O)c2cc(Br)cnc2N)cc1OC
-34%,18µM*,-2%,-4%,-7,6%,?,28µM*,35µM*,Cc1oc2cc([N+](=O)[O-])c(O)c([N+](=O)[O-])c2c1C(=O)c1ccc(Br)cc1
-8%,18%,4%,3%,-2,6%,-14%,-11%,12%,O=C(COc1ccccc1Br)Nc1ccc2c(c1)OCCCO2
12%,15%[59 µM],0%,3%,-19,21%,-2%,-3%,-1%,Cc1c(Cl)c(C(F)(F)F)nn1CC(=O)N1CCSCC1
36%,-8%[59 µM],-11%,-4%,0,-7%,-12%,35%[activator],9%,CCOC(=O)N1CCC(NC(=O)CCc2ccccc2)CC1
35%,10%,-27%,-9%,1,-2%,6%,0%,-12%,Clc1nc(NCc2ccco2)nc(N2CCCCC2)n1
23%,9%,6%,3%,4,5%,-9%,-9%,-2%,O=[N+]([O-])c1ccccc1Oc1cnc2ccccc2n1
17%,-35%[59 µM],9%,-8%,-2,31%,-8%,-1%,-2%,CS(=O)(=O)c1cccc(C(=O)OCC(=O)Nc2ccc3c(c2)OCO3)c1
-6%,nt,25%,1%,3,32%,-12%,0%,nt,CCOC(=O)N(Cc1ccccc1)Cc1ccc(C(=O)N[C@@H](Cc2ccccc2)C(=O)O)cc1
25%,5%[59 µM],-1%,-1%,1,15%,-10%,-21%,11%,COc1ccccc1OCC(=O)NCCSCc1cccc(Cl)c1
7%,-37%,-1%,-12%,-2,3%,0%,?,-22%,CC(CCc1ccccc1)NC(=S)NC(=O)c1ccco1 (stereo unspecified)
24%,1%[59 µM],3%,-5%,-5,6%,-5%,0%,1%,FC(F)(F)c1ccc(N2CCN(c3ncnc4c3nnn4Cc3ccccc3Cl)CC2)cc1
28%,nt,-3%,-1%,-1,-1%,-27%,7%,nt,Cc1onc(-c2ccccc2Cl)c1C(=O)Nc1cccc(S(=O)(=O)N2CCOCC2)c1
28%,?,3%,-5%,-4,-6%,-31%,-8%,-10%,Cc1ccc(CSc2nc3cccnc3n2Cc2nc(-c3ccccc3F)oc2C)cc1
38%[activator],?,-7%,-13%,-12,-17%,-2%,-5%,15%,CCNC(=S)N/N=C/c1ccc(C(=O)O)cc1
15%,-9%[12.7 µM],4%,4%,1,11%,-20%,12%,-15%,Cc1cc(C)cc(C(=O)NC(CC(N)=O)c2ccc(NC3CCCCCC3)c([N+](=O)[O-])c2)c1 (stereo unspecified)
29%,-11%[59 µM],0%,-1%,1,6%,-8%,5%,-5%,CCCCCc1c(C)nc(Nc2ccc(F)cc2)[nH]c1=O
-1%,7%[59 µM],6%,5%,-4,-2%,?,-7%,9%,CCOC(=O)CC(NC(=O)C1c2ccccc2Oc2ccccc21)c1ccccc1Cl (stereo unspecified)
?,nt,?,nt,-2,-20%,45µM*,?,45µM*,CN1c2ccccc2C(C)(C)C12C=Cc1cc(O)ccc1O2 (stereo unspecified)
38%,17%,2%,2%,-2,-15%,-10%,-17%,-1%,COc1ccc(S(=O)(=O)N2CCN(C(=O)C3CCCCC3)CC2)cc1
0%,21%[2.33 µM],1%,-2%,1,-12%,-31%,nt,-11%,COc1ccc2c(c1)C(=O)N1[C@H]3c4cc(Br)ccc4OC[C@@H]3[C@H](c3ccccc3)[C@]1(C)C(=O)N2
-16%,8.9µM*,-1%,13%,-3,11%[11.4 µM],?,-20%,?,O=C(CC1SC(=Nc2ccccc2)N(Cc2ccccn2)C1=O)Nc1cccc(Cl)c1 (stereo unspecified)
?,?,-3%,-9%,3,-12%,?,0%,79µM*,Clc1ccccc1-c1nn2c(-c3ccccn3)nnc2s1
54%[activator],15%[59 µM],-9%,8%,-2,-14%,-11%,6%,-23%,COC(=O)c1ccc(/C=N/NC(=O)CC(=O)NC2CCCCC2)cc1
60%[activator],6%[12.7 µM],-12%,nt,-6,?,17%,11%,27%,CCC(C(=O)OCC(=O)Nc1ccc(F)cc1)c1ccccc1 (stereo unspecified)
42%[activator],-23%[2.33 µM],1%,-16%,0,-8%,11%,-5%,-2%,Cc1cc(N2CCC(C(=O)NC3CCCCC3)CC2)nc(-c2ccccc2)n1
36%,-1%,50%[activator],-6%,-4,13%,-6%,-4%,3%,O=C(NCc1ccccc1F)C1CCCN(S(=O)(=O)c2ccc(-n3cnnn3)cc2)C1 (stereo unspecified)
134%[activator],40%[activator][59 µM],-16%,4%,-2,-1%,43%[activator],-11%,9%,Cc1ccc(-c2cn3c(n2)sc2cc(C(=O)NCCC4=CCCCC4)ccc23)c(C)c1
19%,-30%[59 µM],5%,-1%,15,1%,-11%,5%,-37%,CC(C(=O)O)C1SC(=O)NC1=O (stereo unspecified)
39%,4%[59 µM],3%,8%,-4,-9%,-1%,-5%,5%,COc1ccc(-c2cn3c(n2)sc2cc(C(=O)NC4CCCCCC4)ccc23)cc1
30%,6%,0%,3%,2,0%,-4%,?,-13%,Cn1nc(C(F)(F)F)c(C(=O)Nc2ccc(F)cc2F)c1Cl
2%,-7%,?,6%,0,-20%,-9%,136%[activator],-8%,CNC(=O)NNC(=O)c1onc(-c2c(Cl)cccc2Cl)c1C(=O)OC
22%,0%[0.501 µM],14%,-4%,9,?,-11%,7%,?,O=C(N/N=C/c1cccnc1)c1ccc2ccccc2c1O
36%,?,4%,10%,-2,-19%,0%,-3%,1%,COc1ccccc1NC(=O)CSc1nnc(N)s1
27%[57 µM],-1%[59 µM],3%,-3%,-5,?,-9%,-24%,2%,CCc1cccc(C)c1NC(=O)Cn1nc(C)c2nn(-c3ccc(Cl)cc3)c(C)c2c1=O
22%,-10%,0%,2%,-3,-7%,-27%,nt,-11%,COC(=O)Nc1ccc2c(c1)N(C(=O)CCCl)c1ccccc1S2
18%,-6%,27%,-13%,2,13%,-5%,12%,-1%,CC(/C=N/Nc1nncc(=O)[nH]1)=C\c1ccccc1
-12%,-12%,2%,15%,-1,-25%,?,?,?,CCOc1ccc(-c2cc(C(=O)NCCCn3ccnc3)c3cc(Br)ccc3n2)cc1
20%,10%,14%,9%,-2,7%,45µM*,17%,28µM*,O=C(Cc1ccccc1)Nc1nnc(-c2ccco2)o1
0%,?,14%,-3%,3,-15%,-16%,-24%,?,COc1ccc(N2CCN(C(=O)c3ccc(NS(=O)(=O)c4cccs4)cc3)CC2)cc1
23%,-7%[2.33 µM],3%,-2%,3,-8%,-9%,2%,9%,Cc1ccccc1OCC(=O)Nc1nc(-c2ccncc2)cs1
37%,-48%[59 µM],-4%,2%,4,7%,-9%,8%,15%,O=C(c1ccccc1)c1cc[n+]([O-])cc1
52%[activator],-3%[59 µM],-3%,-3%,-4,-3%[56.9 µM],-12%,14%,-4%,Cc1nn(CCCC(=O)NC(C)c2ccccc2)c(=O)c2nn(-c3ccccc3)c(C)c12 (stereo unspecified)
42%,nt,-2%,12%,1,-5%,3%,41%,nt,Cc1ccc(OCCC(=O)OCC(=O)NC2CCCC(C)C2C)cc1 (stereo unspecified)
7%,9%[59 µM],-1%,nt,-2,10%,9%,1%,8%,CC(=O)c1cccc(NC(=O)CN2C(=O)COc3ccc(Cl)cc32)c1
51%[activator],-4%[59 µM],11%,-5%,1,26%,12%,1%,3%,CC(Oc1ccc(Cl)cc1Cl)C(=O)NCCC1=CCCCC1 (stereo unspecified)
?,50µM*,23%,8%,-4,-12%,-22%,?,?,Cc1cc(C(F)F)n2nc(C(=O)Nc3sc4c(c3C#N)CCC4)nc2n1
11%,-9%[59 µM],-16%,1%,-2,27%,-13%,-23%,-7%,COc1ccccc1N1CCN(c2nc3c(S(=O)(=O)c4ccccc4)nnn3c3ccc(Cl)cc23)CC1

An excerpt of these results, with values under each structure:
Order of values: HP1b binding inh | G9a inh | GLS inhibitor | ERG Ets-DNA blk | PI4K2A inh | RGS4 inh | JMJD2A Tudor | 12-LOX inh | BAZ2B inh
- CCC(C(=O)OCC(=O)Nc1ccc(F)cc1)c1ccccc1 (stereo unspecified)
    60%[activator] | 6%[12.7 µM] | -12% | nt | -6 | ? | 17% | 11% | 27%
- Clc1nc(NCc2ccco2)nc(N2CCCCC2)n1
    35% | 10% | -27% | -9% | 1 | -2% | 6% | 0% | -12%
